Compound activity deposited in PubChem by PCMD.
Yeast_growth_tox: Compounds toxic to wild-type S. cerevisiae growth; A595 turbidity, 16 h; growth inhibition, % at 25 µM (by protocol); 0.3% of 30,000 active; AID 685;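 active = mutant and wild-type yeast strains alike exhibit over 30% growth inhibition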;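 also: 0% = untreated cell controls and 100% = YPD media blanks without cells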
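system = S. cerevisiae wild-type or eIF2Bepsilon-R284H mutant strain | buffer or medium = YPD medium | dosing = one dose, 25 µM compound, 0.2% DMSO | schedule = 16 h at 30 °C | measured by = A595 turbidity | evaluation = growth inhibition (%) versus cell controls and blanks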
eIF2B_yeast_act: eIF2B (yeast) activity modulation. S. cerevisiae eIF2B-epsilon R284H, GCN4-lacZ luminescence. inhibition, % at 25 µM (by protocol). 0.91% of 27,000 active. AID 688;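 active = mutant luminescence inhibited past about 50% while wild type luminescence and mutant growth stay under set limits, limit read from the data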; also: some compounds called inactive have numbers as strong as hits
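Material – yeast eIF2B-epsilon R284H mutant carrying GCN4–beta-galactosidase fusion · Medium – YPD yeast growth medium · Compound – one concentration, 25 µM, 0.25% DMSO · Times – 16 h at 30 °C exposure · Signal – Beta-Glo luminescence plus absorbance at 595 nm · Read-out – % inhibition of reporter signal and growth versus controls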
Yeast_growth_tox_inhibition_%: further read-out of Yeast_growth_tox, marked with its call; growth inhibition, %; S. cerevisiae eIF2Bepsilon-R284H mutant growth, A595 turbidity, 16 h;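 each compound tested once at 25 µM; 0% equals untreated cells and 100% equals cell-free medium blanks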
eIF2B_yeast_act_mutant_toxicity: further read-out of eIF2B_yeast_act, marked with its call; growth inhibition, %; measured here: mutant yeast growth, toxicity;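 each compound tested once at 25 µM; zero equals untreated control growth and 100 equals blank medium absorbance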
* marks the source's active call; other numbers are inactive results; . = no result given.

SMILES Yeast_growth_tox Yeast_growth_tox_inhibition_% eIF2B_yeast_act eIF2B_yeast_act_mutant_toxicity
CCOc1ccc(NC(=O)Cn2cc(C(=O)c3ccco3)c3ccccc32)cc1 8 0 23 .
CCN(CC)CCOC(=O)C1(c2ccccc2)CCCC1 8 8 6 8

Not all compounds are listed (hit frequency here may not be typical).
